Bioassay records (PubChem)
NCOA1 inh: SRC1 coactivator transcriptional activity inhibitors, primary screen, cell-based, luminescence; Nuclear receptor coactivator 1 (Homo sapiens), Q15788; HEK293 GAL4-SRC1 luciferase reporter; inhibition, % at 3.6 µM; hit rate 0.12% among 360,000;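 active = inhibition above the campaign mean plus 3 SD, with each screening campaign given its own cutoff, cut at about 60% in these data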;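 note: 0% = DMSO treated cells and 100% = gossypol at 36 µM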
EBV LMP1 NFkB: EBV LMP1-driven NF-kappaB luciferase reporter inhibitors, primary screen, cell-based, luminescence, single point; LMP1-induced NF-kappaB luciferase reporter cells; inhibition, % at 12.5 µM; hit rate 0.69% among 350,000; AID 504558, 2011; in the data active = inhibition above about 41%;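 note: 0% = neutral control wells and 100% = reference inhibitor control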
SRC2 inh: inhibition of GAL4-SRC2 driven luciferase reporter, primary screen, SRC2 inhibitor project, cell-based, luminescence | HEK293 GAL4-SRC2 luciferase reporter | hit rate 0.17% among 370,000 | inhibition, % at 9 µM;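 active = inhibition above the mean inhibition of all tested compounds plus 3 SD, set per campaign, cut at about 52% in these data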;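 note: 0% = DMSO treated cells and 100% = cells given Gossypol at 36 µM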
C8 TRAIL sens: viability loss with TRAIL in NB7+C8 cells, primary screen, TRAIL sensitizer project, cell-based, ATPlite luminescence. hit rate 1% among 360,000. AID 624354, 2012. inhibition (viability loss, TRAIL sensitization), % at 10 µM;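 active = compounds causing at least 50% loss of cell viability in the single-dose screen, relative to plate controls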
NR2F2 inh: NR2F2 transcriptional activity inhibitors, primary screen, cell-based, luciferase reporter, HEK293T, luminescence | COUP transcription factor 2 (Homo sapiens), P24468 | HEK293T NGFI-A luciferase reporter | hit rate 0.7% among 370,000 | AID 686940, 2013 | inhibition, % at 8.6 µM;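 active = inhibition above a per-plate cutoff, mean inhibition of test wells between control levels plus 3 SD, cut at about 38% in these data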;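 note: cells cotransfected with COUP-TFII expression vector driving the NGFI-A reporter; 0% = median of COUP-TF2 test wells and 100% = reporter-only cells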
TROY NFkB inh: inhibitors of TROY-driven NF-kB signaling, primary screen, Q293 LMP1-TROYcd cells, NF-kB luciferase, uHTS. Q293 LMP1-TROYcd NF-kB luciferase reporter, 4 h. inhibition, % at 10 µM. hit rate 0.98% among 360,000. AID 1347056, 2019;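 active = compounds whose plate-normalised and pattern-corrected inhibition of the luciferase reporter signal at the single screening dose is 50% or more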
TLR9-MyD88 block: inhibitors of TLR9-MyD88 association in cells, primary screen, cell-based, CHO, BLA complementation, fluorescence. hit rate 0.21% among 340,000. inhibition, % at 4.98 µM. CCF4 FRET ratio. Toll-like receptor 9 (Homo sapiens) + Myeloid differentiation primary response protein …;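 active = inhibition above the mean over all tested compounds plus 3 SD, cut at about 21% in these data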;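 note: 0% = DMSO only wells and 100% = clavulanate BLA inhibitor control wells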
TWEAK-Fn14 inh: inhibitors of TWEAK-Fn14 signaling, primary screen, luciferase reporter cells, uHTS; TWEAK-stimulated Fn14 reporter cells, luciferase luminescence, 8 h; inhibition, % at 10 µM; hit rate 2% among 360,000; in the data active = inhibition above about 50%
NR5A2 inv ag: LRH-1 (NR5A2) inverse agonists, primary screen, cell-based, luminescence, HEK293T, StAR-luciferase reporter; Nuclear receptor subfamily 5 group A member 2 (Homo sapiens), O00482; LRH-1 transfected, 24 h; inhibition, % at 3.6 µM; hit rate 0.13% among 360,000; AID 602396, 2012;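 active = inhibition above the mean inhibition of all tested compounds plus 3 SD, cut at about 73% in these data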;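 note: 0% = DMSO wells and 100% = reporter-only cells lacking LRH-1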
SRC3 inh: SRC3 coactivator transcriptional activity inhibitors, primary screen, cell-based, luminescence. Nuclear receptor coactivator 3 (Homo sapiens), Q9Y6Q9. HEK293 GAL4-SRC3 luciferase reporter. inhibition, % at 3.6 µM. hit rate 0.17% among 360,000;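 active = inhibition above a per-campaign cutoff, the mean of all compounds plus 3 SD, cut at about 60% in these data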;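 note: 0% = DMSO-treated cells and 100% = gossypol-treated cells at 36 µM; higher means less SRC3-driven luciferase light from the GAL4 reporter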
Target sequence (Q9Y6Q9 whole entry, looked up, the tested form may be a part): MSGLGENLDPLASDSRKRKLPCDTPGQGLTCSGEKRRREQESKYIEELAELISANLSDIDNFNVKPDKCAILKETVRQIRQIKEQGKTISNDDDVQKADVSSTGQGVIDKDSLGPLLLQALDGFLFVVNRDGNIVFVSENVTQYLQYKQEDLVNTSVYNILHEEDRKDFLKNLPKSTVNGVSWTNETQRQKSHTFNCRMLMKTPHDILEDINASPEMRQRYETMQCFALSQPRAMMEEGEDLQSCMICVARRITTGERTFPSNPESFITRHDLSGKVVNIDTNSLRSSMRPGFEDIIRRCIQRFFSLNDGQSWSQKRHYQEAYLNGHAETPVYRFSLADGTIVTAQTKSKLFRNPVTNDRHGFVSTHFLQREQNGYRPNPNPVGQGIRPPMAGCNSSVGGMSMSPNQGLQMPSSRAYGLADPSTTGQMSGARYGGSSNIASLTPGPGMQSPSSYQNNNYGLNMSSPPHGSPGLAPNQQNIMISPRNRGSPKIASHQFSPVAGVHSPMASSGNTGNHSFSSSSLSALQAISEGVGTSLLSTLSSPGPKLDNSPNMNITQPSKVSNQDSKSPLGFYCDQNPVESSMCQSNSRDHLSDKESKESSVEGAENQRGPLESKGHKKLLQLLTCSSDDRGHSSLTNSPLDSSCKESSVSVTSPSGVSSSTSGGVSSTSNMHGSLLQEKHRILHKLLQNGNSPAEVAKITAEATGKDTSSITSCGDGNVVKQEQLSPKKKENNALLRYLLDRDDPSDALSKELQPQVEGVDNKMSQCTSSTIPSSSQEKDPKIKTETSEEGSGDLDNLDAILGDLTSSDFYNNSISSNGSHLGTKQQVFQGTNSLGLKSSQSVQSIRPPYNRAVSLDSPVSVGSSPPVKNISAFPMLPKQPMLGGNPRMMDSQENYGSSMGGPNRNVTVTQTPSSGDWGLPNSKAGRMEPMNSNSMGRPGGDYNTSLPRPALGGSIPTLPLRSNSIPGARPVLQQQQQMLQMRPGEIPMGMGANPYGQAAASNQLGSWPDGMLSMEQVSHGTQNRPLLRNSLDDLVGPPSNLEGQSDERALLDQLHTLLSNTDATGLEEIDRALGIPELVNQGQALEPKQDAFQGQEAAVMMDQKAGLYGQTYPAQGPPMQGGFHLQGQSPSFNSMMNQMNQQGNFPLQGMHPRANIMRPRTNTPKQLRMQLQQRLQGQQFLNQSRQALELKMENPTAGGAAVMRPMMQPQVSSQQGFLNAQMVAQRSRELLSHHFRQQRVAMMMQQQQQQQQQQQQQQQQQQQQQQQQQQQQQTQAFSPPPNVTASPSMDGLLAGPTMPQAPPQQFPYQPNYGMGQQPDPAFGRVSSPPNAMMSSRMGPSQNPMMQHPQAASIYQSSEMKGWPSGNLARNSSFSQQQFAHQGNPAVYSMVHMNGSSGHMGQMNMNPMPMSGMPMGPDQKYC
NOD2-RIPK2 inh: NOD2-RIPK2 binding disruptors in cells, primary screen, fluorescence, CHO cells, BLA complementation; Receptor-interacting serine/threonine-protein kinase 2 (Homo sapiens), O43353; CCF4 ratio; inhibition, % at 4.98 µM; hit rate 0.38% among 360,000; AID 624267, 2012; in the data active = inhibition above about 21%;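 note: 0% = vehicle only and 100% = reference blocker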
An asterisk follows results filed as active; . = no result given. Only part of the results is shown; the hit share may differ from the screen's.

Structure,NCOA1 inh,EBV LMP1 NFkB,SRC2 inh,C8 TRAIL sens,NR2F2 inh,TROY NFkB inh,TLR9-MyD88 block,TWEAK-Fn14 inh,NR5A2 inv ag,SRC3 inh,NOD2-RIPK2 inh
OCCN(CC#CCn1c2ccccc2c2ccccc21)CCO,21.3,-5.1,-29.8,16.9,-2.2,-15.9,-7.8,-4.6,0.4,14.3,-6.5
C=CCn1c(SCc2nc3sc(C(=O)O)c(C)c3c(=O)[nH]2)nnc1-c1ccccc1,-27.4,0.4,-10.1,2.1,6.9,12.6,-4.2,-29.7,-9.9,-1.3,-4.2
CN(CC(=O)Nc1ccc(F)cc1)C(=O)CSc1ccc2c(c1)OCCO2,-11.4,-3.0,6.6,3.4,11.8,2.8,-2.2,6.0,-1.9,9.4,-10.2
Cc1ccc2cc(CCNC(=O)CCCc3ccccc3)c(=O)[nH]c2c1,-28.7,-6.1,-2.8,-8.9,-7.7,-8.7,-2.7,-0.5,21.3,22.2,-5.4
O=C(CSc1nnc(-c2ccc(F)cc2)c2ccccc12)Nc1c(F)cccc1F,3.2,0.5,16.3,-3.1,9.6,-8.8,-2.4,10.3,3.9,2.8,-1.6
CC(C)c1nnc(NC(=O)CCC(=O)NCCc2ccccc2)s1,-4.0,7.9,-9.3,-10.6,7.3,-3.6,-9.3,11.8,-5.2,15.4,-10.0
CCc1nnc(NC(=O)C23CC4CC(CC(C4)C2)C3)s1,-73.2,-31.2,-83.0,4.2,-23.5,23.5,10.4,31.6,-36.5,-46.9,-7.7
O=C(NC1CCCCC1)N1CCN(c2nc(-c3ccccc3)cs2)CC1,-1.2,25.4,25.9,11.7,10.4,30.1,-3.0,-18.6,6.8,12.5,11.9
CC1(c2ccccc2)NC(=S)N2C1NC(=S)N2c1ccccc1 (stereo not drawn),6.3,5.7,11.2,-7.0,1.7,-18.0,-4.8,-9.2,8.2,3.0,-5.0
CC(C)CN(CC(C)C)C(=O)CCCC(=O)N(CC(C)C)CC(C)C,7.4,6.2,-7.6,8.4,-10.3,18.7,-10.3,-10.7,24.2,14.8,-10.1
CCc1nc2c(OCc3ccc(Cl)cc3Cl)cccn2c1N(C)C(=O)C1CC1,-2.8,.,11.0,12.2,22.8,7.8,.,19.2,13.6,-18.9,-2.2
CC(=O)Nc1cccc(/C(C)=N/NS(=O)(=O)c2ccc(C)cc2)c1,0.5,5.6,-22.5,-6.8,1.7,1.2,-1.6,-5.7,12.9,13.0,-2.2
Cc1ccc(NC(=O)CNC(=O)Cc2cccc3ccccc23)c(O)c1,-8.5,-2.2,4.4,7.1,-8.7,15.2,-4.8,11.6,12.3,2.3,4.2
Cc1cccc(N(CC(=O)NC(C)(C)C)C(=O)CCC(=O)Nc2nccs2)c1,21.1,3.3,1.4,-14.2,7.0,13.2,-3.8,6.6,4.0,3.1,17.6
CC(NC(=O)c1ccncc1)c1ccccc1 (stereo not drawn),12.2,2.8,-21.1,-8.5,10.5,-9.2,-6.5,14.0,-9.5,5.8,-9.8
Cn1c(=O)[nH]c(=O)c2c1nc(N1CCCCCC1)n2CCSc1nc2ccccc2o1,11.9,-8.2,.,1.9,.,-1.6,-8.4,3.7,9.6,-14.7,0.0
Cc1ccc(C(O)c2ncc(-c3ccccc3Cl)[nH]2)c(C)c1 (stereo not drawn),-12.9,.,-13.3,-11.5,-4.2,-17.9,.,-6.0,-2.9,-4.7,4.7
O=C(NCCC1CCCCN1S(=O)(=O)c1ccc(Cl)cc1)C(=O)NCc1cccnc1 (stereo not drawn),-2.2,-4.1,-10.0,13.9,-11.7,4.5,-10.0,-2.8,-10.4,7.6,-7.9
CCOC(=O)c1sc(NC(=O)CN2C(=O)NC3(CC(C)CC(C)(C)C3)C2=O)c(C(=O)OCC)c1C (stereo not drawn),-7.9,0.8,-5.8,2.9,11.8,-27.3,2.7,-13.2,-9.9,-1.7,5.1
O=C(CN1CCN(C2CCCCC2)CC1)Nc1cccc2ccccc12,-49.8,-7.9,8.4,-5.5,4.9,23.8,-3.2,-3.9,-7.5,2.3,3.3
Cc1sc2ncnc(N3CCC(C(=O)NNC(=O)COc4ccccc4Cl)CC3)c2c1C,4.2,-5.4,6.8,5.2,12.4,48.0,1.3,41.1,3.5,5.2,3.9
O=C(COc1ccc([N+](=O)[O-])cc1)Nc1ccc2c(c1)OCO2,-4.0,-4.1,-5.4,5.9,-27.7,-5.6,-8.8,-10.2,4.7,3.1,-8.8
COc1ccc(OC)c(NC(=O)c2ccc(CN3CCc4ccccc4C3)cc2)c1,6.6,3.0,9.1,-2.8,13.1,10.5,0.1,-9.9,33.3,-1.7,-7.5
O=C(Oc1ccc(C(=S)N2CCC(O)CC2)cc1)c1ccc(Cl)cc1,-2.0,10.7,-9.0,-0.3,16.4,56.8*,10.3,-28.9,-1.3,5.9,-0.3
CCN(CC1COc2ccccc2O1)C(=S)NCCCN(C)C (stereo not drawn),-10.7,-5.1,-2.1,-3.3,-0.9,16.5,1.8,-2.4,-7.2,-0.3,-9.8
COc1ccccc1S(=O)(=O)Cc1ccc(C(=O)NCCCN2CCN(c3ccc(F)cc3)CC2)o1,11.9,-4.2,5.8,-1.9,1.9,-9.2,1.4,11.6,5.6,14.7,0.7
CCCC(=O)N1CCc2[nH]c3ccccc3c2C1,-15.1,-5.3,-7.9,-1.4,2.6,-12.7,-25.8,-0.2,2.5,1.0,2.7
Nc1ccc(N2CCOCC2)c2nonc12,0.9,-8.4,11.4,2.6,-5.5,8.4,4.8,-1.1,18.8,15.6,-3.6
COc1ccc(NS(=O)(=O)c2cccc(C(=O)OCC(=O)Nc3cc(C)on3)c2)cc1,0.3,5.3,-8.6,7.9,17.8,-1.7,0.2,4.0,5.0,8.1,-5.1
COc1ccc(S(=O)(=O)Nc2cccc3ccc(O)cc23)cc1,-13.2,-13.3,-4.1,14.3,5.0,6.9,-12.7,27.4,-6.9,12.1,-6.1
Cc1nc2ccc(N)cc2s1,-12.7,-3.6,-3.6,-4.5,3.4,20.1,6.4,4.8,-5.8,11.3,-7.0
CCCCOc1ccc(S(=O)(=O)NC(=O)C2(C)CCN2C(=O)c2c(C)noc2C)cc1 (stereo not drawn),-10.1,.,-14.5,-2.8,-0.4,1.7,.,-4.1,-10.7,-3.1,0.2
Cc1cc(C(=O)N2CCN(C(=O)c3ccco3)CC2)ccc1[N+](=O)[O-],-22.1,5.7,-25.8,-1.9,-7.0,49.9,-9.2,18.5,-9.0,4.5,-2.9
Cc1ccc(NS(=O)(=O)c2ccc(C(=O)Nc3nncs3)cc2)cc1,13.9,4.8,-26.8,12.6,-0.3,13.2,0.4,3.5,-2.9,12.9,-27.4
CC(C)C[C@H]1CN(CCCC[C@@H]2CNC(=O)C(=O)N2CC2CCCCC2)C(=O)C(=O)N1CCc1ccccc1,.,.,10.1,4.5,10.6,1.2,.,26.6,18.2,.,3.2
Cc1ccc(F)cc1NC(=O)COC(=O)c1ccc2ncsc2c1,2.0,-0.3,2.2,-2.3,1.4,-12.9,-3.9,-2.2,-0.7,9.2,-9.6
O=C(O)c1cnn2c(C(F)F)cc(C3CC3)nc12,6.8,-9.4,-7.3,1.4,-9.9,5.2,-9.5,-1.1,-16.9,6.9,-13.1
CCS(=O)(=O)N1N=C(c2cccc(NS(C)(=O)=O)c2)CC1c1ccc(C)cc1 (stereo not drawn),-21.8,-18.5,-19.0,-3.3,16.1,-33.5,-7.8,-19.8,14.7,-6.7,0.9
O=C(/C=C1\C(=O)Nc2ccccc21)/C=C1\C(=O)Nc2ccccc21,-8.6,4.6,-2.3,5.0,-11.4,-9.5,13.7,4.2,0.4,-9.6,24.7*
COc1ccccc1NC(=O)C1CCN(S(=O)(=O)c2cccs2)CC1,-7.5,1.1,-5.9,10.2,10.2,11.3,4.7,1.8,13.0,-22.4,-7.1
COC(=O)c1ccc(CSc2ccc3nnc(-c4ccccc4)n3n2)o1,-7.8,1.6,.,2.2,.,25.4,-9.9,-14.7,7.9,-30.6,-4.5
CC1(C)SC(=S)N(Cc2ccc3c(c2)OCO3)C1N(O)C(=O)NC1CCCCC1 (stereo not drawn),-5.6,-40.4,-6.8,-8.9,9.1,-7.0,-18.6,0.2,7.3,12.6,1.9
COCCSc1nnc(NC(=O)c2ccc3c(c2)OCO3)s1,-58.5,-11.0,-2.5,0.8,-11.6,-34.9,0.2,-4.1,-20.2,-51.2,5.8
Cc1ccc2c(c1)N(Cc1ccc3c(c1)OCO3)C(=O)C(C)O2 (stereo not drawn),16.4,-0.9,15.4,-7.7,8.2,9.9,-6.4,-19.3,2.2,4.9,-8.9
Cc1coc(C)c1C(=O)CC1(O)C(=O)N(Cc2ccccc2)c2ccccc21 (stereo not drawn),-18.2,-11.2,-3.4,-6.3,-10.9,-12.5,1.4,2.4,-1.5,-3.9,-3.5
COc1cc(Cl)c(C)cc1NC(=O)c1ccccc1-n1cnnn1,-1.9,-5.2,-0.2,-10.2,8.4,-2.5,5.3,1.4,16.2,-3.2,-4.7
O=P1(NC2CCCCC2)OCC2(CO1)COP(=O)(NC1CCCCC1)OC2 (stereo not drawn),3.8,6.6,8.2,-8.5,9.9,13.1,-3.2,-21.2,7.8,7.2,-16.3
CNC(=S)Nc1cccc(S(=O)(=O)NC2=NCCC2)c1,0.5,2.3,-27.3,-5.3,-10.8,4.3,1.1,38.7,-6.4,13.2,8.1
Cc1cc(C)nc(N(C#N)CC(=O)Nc2ccccc2)n1,-20.9,-3.4,-6.8,-1.9,-15.2,-9.3,-0.5,-23.8,8.4,-18.4,-1.4
CC1C(=O)Nc2ccc(S(=O)(=O)NCCc3ccc(Cl)cc3)cc2NC1=O (stereo not drawn),-20.4,-4.6,14.7,-28.4,3.4,-17.3,-0.9,-14.2,-4.5,-6.6,-1.7
Nc1nc(SCc2ccccc2)cc(SCc2ccccc2)n1,-72.3,-47.4,-132.1,3.3,-11.8,-62.5,10.1,-39.9,-18.0,-70.9,-2.2
